# Source: PubChem BioAssay
# Htt clearance = compounds clearing mutant huntingtin protein. HeLa Exon1htt(103Q)mCFP, aggregate imaging; zero = plate's median compound well. AID 853. inhibition, % at 1.5 µM. 0.42% of 47,000 active;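 active = inhibition of aggregate fluorescence above about 70%, also judged a hit by eye on the cell image, limit read from the data, passing the limit was not always enough; inconclusive = no rule stated for this call; inactive = not judged a hit on image review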;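 note: cells exposed to compound for three days before fixation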
# Htt clearance grain fraction = recorded beside Htt clearance, whose call it bears; fraction fluorescence in grains; measured here: aggregate grain fluorescence fraction; stronger effect = lower value;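 scaled fraction of total cell fluorescence in grains with unit not stated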
# Active calls of the source: *; ? = inconclusive; . = not tested or not shown.
Structure	Htt clearance	Htt clearance grain fraction
O=C1c2oc3ccccc3c(=O)c2C(c2cccnc2)N1Cc1ccco1 (configuration not stated)	-12	22
CCOc1ccc(-c2csc(NC(=O)C3CCCO3)n2)cc1 (configuration not stated)	-10	21
Cc1c(C(=O)NCc2ccc3c(c2)OCO3)oc2ccc(S(=O)(=O)N3CCC(C)CC3)cc12	44	11
CCOc1cc2[nH]c(=O)n(CCCCC(=O)NC3CCCCCC3)c(=O)c2cc1OCC	34	20
CC(C)(C)NC(=O)C1CCN(C(=O)c2ccc(Br)cc2)CC1	-35	26
CC(C)COC(=O)CNc1n[nH]c(=S)[nH]c1=O	-18	33
O=C(CCS(=O)(=O)c1cccs1)N1CCN(c2ccc(F)cc2)CC1	-15	42
O=C(NC(=S)NC1CCCCCCCCCCC1)c1cccnc1	-58	28
O=C(O)CSCNC(=O)CC12CC3CC(CC(C3)C1)C2	48	19
CCc1nnc(NC(=O)C(NS(=O)(=O)c2ccc3c(c2)OCCO3)C(C)C)s1 (configuration not stated)	-17	21
CCOC(=O)c1sc(NC(=O)/C=C/c2cnn(CC)c2C)c(C(=O)OCC)c1C	-1	34
CNC(=O)CC(C(=O)O)c1ccc(OCC(C)C)cc1 (configuration not stated)	-21	56
Clc1ccc(-c2onc3c2CCCC3)cc1	53	15
NC(=O)c1ccc([N+](=O)[O-])cc1SCc1ccccc1	-23	53
Cc1cc2c(cc1C)N(C(=O)CN1C(=O)c3ccccc3C1=O)C(C)(C)c1ssc(=S)c1-2	31	27
Cc1ccc(-c2noc(CN(C(=O)CCN3C(=O)c4ccccc4C3=O)C(C)C)n2)cc1	14	17
Cc1ccc(C(=O)ON=C2CCN(c3ccc([N+](=O)[O-])cc3)CC2)cc1	-39	29
COc1ccc(OC)c(C(=O)CSc2nnc(-c3cccnc3)n2C)c1	22	16
CC(C)c1[nH]c(=O)c(C#N)c2c1CSC(C)(C)C2	-42	50
COc1ccc(C(C(=O)NC2CCCCC2)N(C(=O)c2ccco2)c2ccc(-n3cnnn3)c(C)c2)cc1 (configuration not stated)	-39	24
CCc1ccc(N=c2c([N+](=O)[O-])nn(-c3ccccc3)n2O)cc1	71*	4.7*
O=C(NCCc1ccc(F)cc1)N1CCOCC1	12	18
COc1ccc(N2CCN(C(=O)c3ccc4c(c3)OCO4)CC2)cc1	-47	30
O=c1c(C=Nc2cccc(C(F)(F)F)c2)c[nH]n1-c1cccc(Cl)n1	2	30
CCOP(=O)(c1c(F)c(F)c(F)c(F)c1F)C(O)c1ccccc1 (configuration not stated)	-11	23
Cn1c(C(=O)N2CCC(C(N)=O)CC2)cc2c(=O)n(C)c3ccccc3c21	17	40
O=C(NCc1ccco1)C1CCN(S(=O)(=O)N2CCOCC2)CC1	-16	43
Cc1ccc(Cn2c(SCC(=O)Nc3cc(C)on3)nc3ccccc3c2=O)cc1	12	35
CCOc1ccc(OCc2cccc(C(=O)N3CCCC3)c2)cc1	15	15
CC(=O)c1c(C(C)=O)c(C)n(NC(=O)c2ccncc2)c1C	2	36
CNC(=O)c1ccccc1NC(=O)c1ccco1	-2	20
CS(=O)(=O)c1ccc2nc(NC(=O)c3ccco3)sc2c1	-4	33
O=C(CSc1nnc(Cn2nnc3ccccc32)o1)N(Cc1ccc(Cl)cc1)c1ccccc1	11	27
NC(=O)C(Cc1ccccc1)NS(=O)(=O)c1ccc(N2CCCC2=O)cc1 (configuration not stated)	-2	19
Nc1nnc(C(c2ccccc2)c2ccccc2)s1	-36	59
Cc1cc(C)n(C(=O)c2cccc(S(=O)(=O)N3CCOCC3)c2)n1	-46	24
CC(=O)SCC(C)C(=O)NCc1ccccc1 (configuration not stated)	30	14
CCn1nnnc1SCC(=O)c1ccc(C)cc1C	39	12
S=C(NCCC(c1ccccc1)c1ccccc1)Nc1ccccc1Cl	-5	32
COc1ccc(C2CC(=O)C3=C(C2)Nc2ncnn2C3c2ccccc2C)cc1 (configuration not stated)	4	19
CCN(CC)c1nc2nonc2nc1N(CC)CC	65	16
CCOC(=O)C1CCN(C(=O)C2CCN(S(=O)(=O)N3CCCC3)CC2)CC1	-16	43
CC(=O)CSc1ncnc2c1oc1ccccc12	-80	35
COn1c(C)c(C(C)=O)c2c3nonc3ccc21	39	13
COc1ccc(OC)c(NC(=O)c2cc3n(n2)C(C(F)(F)F)CC(c2ccc4c(c2)OCO4)N3)c1 (configuration not stated)	17	29
Cc1nc(NC(=O)CCc2ccccc2)ccc1Br	14	24
CCOc1ccc2nc(NC(=O)C(NS(=O)(=O)c3cccs3)C(C)C)sc2c1 (configuration not stated)	-45	24
O/N=C(\c1ccc(Cl)cc1)c1cc2ccccc2o1	19	27
Cn1nnnc1SCC(=O)N1CCN(C(c2ccccc2)c2ccccc2)CC1	44	10
C=CCNc1sc(C(=O)C(C)(C)C)c(N)c1C#N	1	16
COc1ccccc1-c1cn(S(=O)(=O)c2ccc(F)cc2)nc1N	19	16
O=C(NCCN1CCCC1)C1COc2ccccc2O1 (configuration not stated)	-10	21
O=C(NCCc1ccccc1)C1CC(c2ccccc2O)=NO1 (configuration not stated)	-72	35
CC1CCN(c2ccc(/C=N/n3nnnc3N)cc2[N+](=O)[O-])CC1	10	35
C=CCNc1nc(Nc2ccc(-c3nc4ccccc4o3)cc2)nc(N2CCOCC2)n1	-360	146
CCOc1ccc(OCC)c(NC(=O)c2ccc(CNc3c(N4CCOCC4)c(=O)c3=O)cc2)c1	-130	76
O=C(Nc1cccc(Cl)c1Cl)c1ccc(-c2ccccc2)cc1	11	30
CCn1c(CNC(=O)c2ccc(OC)cc2)nnc1SCC(=O)c1ccccc1	-119	43
CN1CCc2c(c3ccccc3n2C)C1	-15	46
Cc1cccc2cc(CN(Cc3ccc(F)cc3)Cc3nnnn3C3CCCC3)c(=O)[nH]c12	8	35

# More structures.
Structure	Htt clearance	Htt clearance grain fraction
Cc1oc(-c2ccccc2Cl)nc1CSCC(=O)N1CCCC1	42	20
Cc1ccc(-c2cc(C(=O)N3CCN(C(=O)c4ccco4)CC3)no2)cc1	35	12
CC1(C)C=Cc2c(c3ccccc3[nH]c2=O)O1	-30	46
COc1ccc(-c2noc(CCCOc3ccccc3)n2)cc1OC	-28	27
CCOC(=O)CSc1ncnc2c1cnn2-c1ccc(C)cc1	-24	20
Clc1ccc(Cl)c2sc(N3CCOCC3)nc12	7	42
Cn1c(SCC(=O)N2CCCC2)nc2ccccc2c1=O	-28	23
CC(=O)Nc1ccc(S(=O)(=O)Nc2nc3c(s2)CCCC3)cc1	-13	22
Cc1cc(C)c2[nH]c(=O)c(=O)[nH]c2c1	-72	29
COc1ccc(C2=NN(C)C(=NCc3ccccc3)SC2)cc1	-16	46
Cn1c(SCC(=O)N2CCCc3ccccc32)nc2cccnc21	-8	21
CC(C)Sc1cc(N2CCCC2)nc(-c2ccccc2)n1	-20	47
O=C(CS(=O)(=O)Cc1ccccc1)Nc1ccccn1	1	17
CCNc1nc(NC(C)C)nc(Oc2ccc(OCc3ccccc3)nn2)n1	12	16
Cn1c(COc2ccccc2)nnc1SCCC(=O)Nc1ccccc1	20	31
CC(=O)c1cccc(NC(=O)NCc2cccnc2)c1	10	15
COc1cccc2cc(-c3nnc(SCC(=O)Nc4cc(C(F)(F)F)ccc4Cl)n3N)oc12	-43	66
COc1ccc(C(=O)Nc2c(N)nc(SCC(=O)N3CCC(C)CC3)[nH]c2=O)cc1OC	-24	42
O=C(Cc1ccccc1)N1CCN(C(=O)c2cccs2)CC1	-40	29
O=C(c1ccc(S(=O)(=O)Nc2ccccc2)cc1)N1CCOCC1	-9	37

# Reprinted at random: 7 entries already listed.
Structure	Htt clearance	Htt clearance grain fraction
COc1cccc2cc(-c3nnc(SCC(=O)Nc4cc(C(F)(F)F)ccc4Cl)n3N)oc12	-43	66
COc1ccc(C2=NN(C)C(=NCc3ccccc3)SC2)cc1	-16	46
CC(C)Sc1cc(N2CCCC2)nc(-c2ccccc2)n1	-20	47
O=C(Cc1ccccc1)N1CCN(C(=O)c2cccs2)CC1	-40	29
Cc1cc(C)c2[nH]c(=O)c(=O)[nH]c2c1	-72	29
Clc1ccc(Cl)c2sc(N3CCOCC3)nc12	7	42
O=C(CS(=O)(=O)Cc1ccccc1)Nc1ccccn1	1	17

# Next section.
Structure	Htt clearance	Htt clearance grain fraction
CCCNC(=O)CN(CCc1ccccc1)S(C)(=O)=O	-5	34
Cc1cc(C)c(S(=O)(=O)N(CC(=O)N2CCCC2)C2CCCCC2)c(C)c1	30	13
Cc1ccc(-c2c(C)n([O-])c3c([n+]2=O)CCCCC3)o1	16	29
COc1ccc(OC)c(S(=O)(=O)N(C)CC(=O)N2CCN(c3ccccc3F)CC2)c1	-85	33
CCOC(=O)N(CC)OC(=O)Nc1ccc(Cl)cc1	-48	29
CNC(=O)Nc1ccccc1F	-27	26
CCOc1ccc(-c2nc(-c3ccncc3)no2)cc1OCC	-33	24
CCc1ccc(N2CC(C)Cn3c2nc2c3c(=O)n(CCN3CCOCC3)c(=O)n2C)cc1 (configuration not stated)	2	20
COc1cccc(C2=NOC(C(=O)N3CCN(c4ccccc4)CC3)C2)c1OC (configuration not stated)	-20	39
O=C(NCc1ccccn1)C(F)(F)C(F)(F)C(=O)NCc1ccccn1	38	12
O=C(c1cc2nc(-c3ccc(F)cc3)cc(C(F)(F)F)n2n1)N1CCOCC1	16	31
O=C(CS(=O)(=O)c1c[nH]c2ccccc12)Nc1ccc2c(c1)OCCO2	-46	31
CC1=C(C#N)c2nc(N)c(C#N)c(C)c2/C1=C\c1ccc(C)cc1	-77	68
CCOC(=O)c1ccc(N(CC(=O)NC2CCCC2)C(=O)CNC(=O)c2ccco2)cc1	-11	23
CC(C)CC1(C(=O)O)NC(c2ccccc2O)C2C(=O)N(C(C)C)C(=O)C21 (configuration not stated)	30	25
COc1ccc(CCNC(=O)c2cnn3cccnc23)cc1OC	42	10
Cc1nn(CC(=O)NCc2ccc(OC(C)C)cc2)c(=O)c2cc3occc3n12	20	25
Cc1ccc(NC(=S)NCc2cccs2)c(C)c1	-40	33
Cn1c(=O)[nH]c(=O)c2c1nc(SCC(=O)O)n2CCc1ccccc1	-21	45
Cc1sc(NC(=O)c2cccs2)c(C(=O)OC(C)C)c1C	-36	24
CCc1ccccc1N(CC(=O)N1CCN(c2ccc(F)cc2)CC1)S(C)(=O)=O	36	24
CCOC(=O)Cn1c(CN(Cc2ccccc2)Cc2ccccc2)nc2c1c(=O)[nH]c(=O)n2C	-16	24
COC(=O)CSc1ncccc1-c1nc2ccccc2[nH]1	-6	49
c1ccc2c(c1)nc1n2CCN1	3	18
O=c1[nH]ncc(NCCCO)c1Cl	27	14
Cc1ccc(Nc2cc(C)nc(N3CCOCC3)n2)cc1	1	39
O=C(NCCOc1ccccc1)C1CCCN1C(=O)c1cccs1 (configuration not stated)	-44	44
Clc1ccc(Oc2nc(Oc3ccc(Cl)cc3)nc(N3CCOCC3)n2)cc1	-1	36
CCOc1ccc2[nH]c(=O)c(CN(Cc3ccc(F)cc3)C(=O)c3ccco3)cc2c1	7	31
COc1ccc(C2NC3=C(CCCC3)C(C#N)(C#N)C2(C#N)C#N)cc1 (configuration not stated)	-29	48
COC(=O)c1ccccc1NC(=O)C1CCCN(S(=O)(=O)c2ccccc2)C1 (configuration not stated)	4	16
Cc1ccc(S(=O)(=O)N(C)CC(O)Cn2c3ccccc3c3ccccc32)cc1 (configuration not stated)	27	29
Cc1ccc2c(c1)-c1c(ssc1=S)C(C)(C)N2C(=O)c1ccco1	52	8.4
COc1ccc(N=c2oc3c(OC)cccc3cc2C(=O)NCc2ccco2)c(OC)c1	-3	41
Cc1cccc(Nc2ncc3c(n2)CC(C)CC3=O)c1 (configuration not stated)	-14	46
Cc1ccc(S(=O)(=O)c2c(N)n(Cc3ccco3)c3nc4ccccc4nc23)cc1	24	28
COc1ccc(C2CC3(CC(C)(C)NC(=O)N3)Oc3cc(O)ccc32)cc1 (configuration not stated)	18	18
Cc1cc(C)n2nc(C(=O)OCCOc3ccc(F)cc3)nc2n1	-13	42
Cc1ccc(S(=O)(=O)C(NC(=O)c2ccccc2)=C(Cl)Cl)cc1	25	29
CN1C(=S)SC(C)(C)C1(C)NO (configuration not stated)	-2	30
N#CCSc1nnc(Cc2ccc3c(c2)OCO3)o1	68	13
CC(=O)c1cccc(NC(=O)c2cccc(S(=O)(=O)N(C)C)c2)c1	?	.
CC1CCCCN1C(=O)COC(=O)c1n[nH]c2ccccc12 (configuration not stated)	16	15
Cc1c(/C(Cc2ccccc2)=N/O)c2ccccc2n1C	21	14
CCOC(=O)c1ccc(NC(=O)Nc2c(C)nn(C)c2C)cc1	-3	20
CCN1CCN(C(=O)Cn2ncc3ccsc3c2=O)CC1	59	13
O=C(NCc1ccco1)C1CCN(c2nc3ccccc3n2Cc2ccccc2F)CC1	-32	60
Cc1ccc(-c2nn(C(C)(C)C)c3ncnc(N)c23)cc1	-44	55
Cc1ccc2c(c1)NC(=O)C(CC(=O)NCc1cccnc1)O2 (configuration not stated)	16	40
Cc1nn(C)c(C)c1NC(=O)Nc1cccc(C(F)(F)F)c1	2	30
Cn1c(SCc2nc(-c3ccccc3)no2)nnc1-c1ccco1	13	35
COc1c2ccoc2nc2c(OC)cccc12	-17	21
COc1ccc(-c2nc(N3CCC(C)CC3)[nH]c(=O)c2C#N)cc1	3	31

# Only part of the results is shown (hit frequency here may not be typical).
